Assay outcomes from PubChem BioAssay.
PP1 counter: PP1-alpha (human) inhibition in PP5 counter-screen. inhibition, % at 6.7 µM. hit rate 0.9% among 320,000. purified PP1alpha, OMFP fluorescence;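 active = inhibition above the mean inhibition of all tested compounds plus 3 SD, computed separately for each screening campaign, cut at about 15% in these data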
Target sequence (P62136 whole entry, looked up): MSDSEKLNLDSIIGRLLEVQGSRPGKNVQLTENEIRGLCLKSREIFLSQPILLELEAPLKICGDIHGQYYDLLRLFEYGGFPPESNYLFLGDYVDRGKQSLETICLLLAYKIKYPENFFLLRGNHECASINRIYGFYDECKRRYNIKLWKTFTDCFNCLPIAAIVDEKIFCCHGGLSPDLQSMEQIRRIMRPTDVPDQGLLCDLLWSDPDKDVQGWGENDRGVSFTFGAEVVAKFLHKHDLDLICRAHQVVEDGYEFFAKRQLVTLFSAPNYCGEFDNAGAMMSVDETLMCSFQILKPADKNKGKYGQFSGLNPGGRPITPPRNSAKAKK
Efflux pump inh: antifungal efflux pump inhibition, Nile Red retention | inhibition, % at 10 µM | S. cerevisiae Candida pump triplex | AID 485275 | hit rate 0.44% among 330,000;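 active = plate passing quality check with inhibition over a set limit, or well fluorescence over plate mean plus 4 SD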;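 also: Nile Red retained in pooled yeast measured as flow cytometry median fluorescence; 0% = buffer negative control and 100% = Enniatin B positive control; higher means more Nile Red kept so more efflux inhibition; some compounds called inactive have numbers as strong as hits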
PP5 primary: inhibitors of human protein phosphatase 5 (PP5). AID 1987. inhibition, % at 6.7 µM. purified PP5c, OMFP substrate fluorescence. P53041. hit rate 0.18% among 320,000;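 active = inhibition above the campaign's mean inhibition across all tested compounds plus 3 SD, cut at about 9.5% in these data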;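 also: 0% = DMSO only and 100% = 100 µM cantharidin control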
EBNA-1 inhibitor: blocks EBNA-1 binding to DNA; hit rate 0.34% among 300,000; EBNA-1 DNA binding, fluorescence polarization; inhibition, % at 14.8 µM; in the data active = inhibition above about 28%
TPT1 inh: blocks Candida albicans tRNA 2'-phosphotransferase; hit rate 0.81% among 300,000; AID 1962; recombinant caTPT1, FP RNA substrate dephosphorylation; inhibition, % at 5 µM;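 active = inhibition above the mean of all tested compounds plus 3 SD, set per screening campaign, cut at about 24% in these data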;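 also: plate controls were DMSO alone for no effect and ferristatin control at 100 nM for full effect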
ZTA DNA inh: ZTA (EBV) inhibition in EBNA-1 counter-screen. P03206. ZTA-DNA binding, fluorescence polarization. inhibition, % at 11 µM. hit rate 0.15% among 320,000. AID 2234; in the data active = inhibition above about 33%
Target sequence (P03206 whole entry, looked up): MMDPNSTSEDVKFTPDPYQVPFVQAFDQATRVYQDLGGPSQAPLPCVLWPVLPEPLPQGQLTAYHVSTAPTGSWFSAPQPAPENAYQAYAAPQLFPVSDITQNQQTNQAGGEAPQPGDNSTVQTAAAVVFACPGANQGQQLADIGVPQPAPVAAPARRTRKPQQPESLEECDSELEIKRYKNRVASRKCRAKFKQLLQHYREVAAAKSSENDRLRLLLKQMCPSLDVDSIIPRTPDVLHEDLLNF
PREPL inh: inhibits the human prolyl oligopeptidase-like enzyme; Q4J6C6; recombinant PREPL, fluorescence polarization activity-based probe; inhibition, % at 5.96 µM; hit rate 0.68% among 320,000; AID 2751; in the data active = inhibition above about 43%;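 also: 0% = enzyme with DMSO and 100% = wells lacking enzyme; many of its hits are not listed in these tables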
HCV core dimer: HCV core protein dimerization inhibition; inhibition, % at 5 µM; AID 1899; hit rate 0.33% among 300,000; TR-FRET GST/Flag-core106 dimerization, 1536-well;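 active = inhibition above the mean of all tested compounds plus 3 SD, set per screening campaign, cut at about 45% in these data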
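Assay system: Tagged HCV core106 pair (GST and Flag) | Buffer or medium: KF-containing HEPES buffer, pH 7.45, DTT, CHAPS, BSA | Also added: Eu donor and XL665 acceptor anti-tag antibodies | Dosing: One concentration, 5 µM, in 0.5% DMSO | Timing: 4 h at 22.5 °C | Technique: TR-FRET 671 and 617 nm emission | Repeats: Singlicate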
Fh CTSL1 inh: counter-screen for PFM18AAP inhibitors: inhibitors of F. hepatica cathepsin L1. recombinant F. hepatica cathepsin L1, Z-Leu-Arg-MCA fluorescence. inhibition, % at 5.96 µM. hit rate 0.49% among 300,000. AID 1906;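 active = inhibition above the mean of all tested compounds plus 3 SD, set per screening campaign, cut at about 17% in these data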;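 also: 0% = plate median of test compound wells and 100% = 1 µM Z-Phe-Ala-diazomethylketone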
* marks the source's active call; other numbers are inactive results; . = no result given. A portion of the library. The share of hits here may be higher or lower than overall.

SMILES	PP1 counter	Efflux pump inh	PP5 primary	EBNA-1 inhibitor	TPT1 inh	ZTA DNA inh	PREPL inh	HCV core dimer	Fh CTSL1 inh
NC(=O)c1c(NC(=O)C2CCCO2)sc2c1CCCCC2 (centres undefined)	-2	0.1	2.2	-8	-4	-1	4	2	0
COc1ccc(C(C(=O)NC(C)(C)C)N(CCO)C(=O)CCC(=O)Nc2cc(C)on2)cc1 (centres undefined)	1	-0.2	1.0	-4	-1	5	2	-1	-1
O=C(COC(=O)c1cnccn1)c1ccc(Br)cc1	-2	0.1	1.0	-4	-2	-6	-4	0	-19
O=C(c1ccco1)N1CCN(c2nc(C3CC3)nc3sc4c(c23)CCCC4)CC1	3	0.0	0.2	-9	2	-13	-8	21	2
CN(C(=O)c1cc2c(s1)-c1ccccc1S(=O)(=O)C2)c1ccccc1	1	0.1	1.4	-11	2	-23	-4	0	1
NC(=O)C1CCN(C(=O)COc2ccc3c4c(c(=O)oc3c2)CCC4)CC1	7	-0.1	3.8	-17	1	-6	1	0	-1
O=C(CSc1nnc(-c2ccco2)n1Cc1ccco1)N1CCOCC1	0	0.0	1.1	9	-3	-7	8	-5	0
CCN(CC)CCn1c(NCc2ccco2)nc2ccccc21	-2	0.1	-0.5	5	-1	4	8	-3	-2
CCC(C)N(C(=O)COc1ccc(Cl)c2cccnc12)C1CCS(=O)(=O)C1 (centres undefined)	-2	-0.1	-0.8	-13	0	-12	9	-9	-2
CC(C)Sc1nc2c(cnn2-c2ccccc2)c(=O)[nH]1	6	0.1	4.7	1	-3	-7	4	-4	-2
COc1cc(-c2ccc3c(=O)c4ccccc4n(C)c3c2)cc(OC)c1OC	0	0.0	-0.1	9	-4	8	-6	17	3
COc1ccc(/C=C/C(=O)NCc2cn(C)nc2C)cc1COc1ccc(Br)cc1	-2	0.1	3.0	-1	2	7	-5	5	4
Cc1ccnc(OC(C(=O)O)C(OCc2ccccc2)(c2ccccc2)c2ccc(C(F)(F)F)cc2)n1 (centres undefined)	6	0.0	1.6	0	3	13	0	16	3
O=[N+]([O-])c1cc2cccnc2c2ncccc12	0	-0.1	0.4	4	-1	1	4	-3	7
Nc1nc(N)c(Cc2ccc(Cl)cc2Cl)c(N)n1	-1	0.3	1.9	-6	2	-3	-7	2	-2

Of the compounds above, these have a furan ring, fused or not.
SMILES	PP1 counter	Efflux pump inh	PP5 primary	EBNA-1 inhibitor	TPT1 inh	ZTA DNA inh	PREPL inh	HCV core dimer	Fh CTSL1 inh
O=C(c1ccco1)N1CCN(c2nc(C3CC3)nc3sc4c(c23)CCCC4)CC1	3	0.0	0.2	-9	2	-13	-8	21	2
O=C(CSc1nnc(-c2ccco2)n1Cc1ccco1)N1CCOCC1	0	0.0	1.1	9	-3	-7	8	-5	0
CCN(CC)CCn1c(NCc2ccco2)nc2ccccc21	-2	0.1	-0.5	5	-1	4	8	-3	-2

The list goes on:
SMILES	PP1 counter	Efflux pump inh	PP5 primary	EBNA-1 inhibitor	TPT1 inh	ZTA DNA inh	PREPL inh	HCV core dimer	Fh CTSL1 inh
Cc1nnc(NC(=O)CSc2nnc(-c3ccco3)n2C(C)C)s1	-2	-0.2	-1.9	8	0	8	0	5	0
O=C(Oc1ccc2c(=O)c(Oc3ccc4ccccc4c3)coc2c1)c1cccnc1	0	-0.1	0.8	7	0	12	-11	-2	2
CCOC(=O)C(=O)Nc1ccccc1C(=O)NCc1ccccc1	-1	-0.1	2.6	4	-1	7	-5	7	-2
CCc1nn(CC(=O)NCCc2ccc(S(N)(=O)=O)cc2)c(=O)c2cc3sccc3n12	-4	0.1	0.5	-3	1	-1	-1	6	2
CC(C(=O)Nc1nncs1)N1C(=O)C2C3C=CC(C3)C2C1=O (centres undefined)	-6	0.0	2.7	-3	1	7	-6	-5	0
CCN(CC)S(=O)(=O)c1ccc(OC)c(NC(=O)c2cc(C)on2)c1	-2	0.1	0.8	-7	1	-3	21	-2	4
CCC(C)N(C(=O)CCC(=O)Nc1cc(C)on1)C(C(=O)NC(C)(C)C)c1ccccc1Cl (centres undefined)	1	-0.1	-0.5	-4	1	-6	1	-1	2
COc1cc(NC(=S)NCc2cccnc2)cc(OC)c1OC	-2	0.3	2.6	-10	-3	-5	12	-8	-5
O=C(c1ccccc1F)N1CCN(S(=O)(=O)c2ccc3c(c2)OCCO3)CC1	-3	0.0	-0.1	5	-4	13	-3	-10	-2
CCOc1ccccc1OCCOCCN1CC(C)OC(C)C1 (centres undefined)	-3	0.2	2.8	-2	-2	-12	0	0	1
CCc1cc(C=C(Cl)Cl)oc(=O)c1C	-4	0.0	0.5	3	0	10	4	-4	2
CN(CC(=O)N1CCN(c2ccccn2)CC1)S(=O)(=O)c1ccc2ccccc2c1	2	-0.1	-1.4	4	-7	-5	-3	3	6
O=Cc1cn(CCC(=O)O)nc1-c1cc2ccccc2o1	-2	0.3	1.3	-9	0	-1	-6	-6	-2
COc1ccccc1-c1nc(C#N)c(N2CCc3ccccc3C2)o1	5	0.0	4.2	-2	-5	-14	32	3	0
CC(=O)C1=C(O)C(=O)N(c2ccc(O)cc2)C1c1ccc(C)cc1 (centres undefined)	2	0.1	-2.4	-7	0	-10	-4	-2	2
COC(=O)c1cnc(NNS(=O)(=O)c2ccc(C(F)(F)F)cc2)nc1C(F)(F)F	-7	0.0	2.5	-7	-4	-2	-6	4	-3
COC(=O)c1c(NC(=O)Cc2cccs2)sc(C)c1C	1	0.4	1.0	2	0	-11	8	3	-7
O=c1[nH]c2c(s1)C(c1ccco1)C1C3CCC(C3)C1S2 (centres undefined)	2	0.0	2.3	3	5	-4	-1	5	5
Cc1ccc(NC(=O)C2CCCN(S(=O)(=O)c3c(C)noc3C)C2)c(Br)c1 (centres undefined)	0	0.1	2.1	-14	-1	-1	8	-5	-4
Cc1cc(NC(=O)c2cc(-c3ccccn3)nc3ccccc23)no1	-4	-0.1	1.8	-9	0	-8	9	6	3
Cc1cccc(OCC(=O)Nc2ccccc2N2CCCC2)c1C	-1	0.2	2.8	-6	0	-7	31	-1	1
CC1=NN(C2=NS(=O)(=O)c3ccccc32)C(C)(O)C1 (centres undefined)	-5	-0.1	-0.4	3	-2	0	-3	-6	2
O=C(O)c1ccc2c(c1)CCCN2	-3	-0.1	-1.1	5	-2	9	5	5	-4
Cc1c(N2C(=O)c3ccccc3C2=O)c(=O)n(-c2ccccc2)n1C	1	0.0	-1.9	18	-6	7	12	2	1
CCn1c(=S)sc2c(=O)n(CC(=O)Nc3ccccc3C(F)(F)F)c(C)nc21	8	0.2	1.6	-19	2	-2	13	-1	2
O=C(CNC(=O)c1ccccc1F)Nc1ccncc1	-3	0.0	-3.2	-1	1	2	-7	-4	-2
CCOC(=O)c1c(N)sc2c1CCCC2	7	0.0	2.9	5	0	9	-14	3	-1
CCCCCCC(=O)N=Nc1c(O)[nH]c2ccc([N+](=O)[O-])cc12	3	0.1	-1.6	1	-3	1	-2	35	3
O=C1CCc2cc(S(=O)(=O)NCc3ccc(Cl)cc3)cc3c2N1CC3	0	0.0	-3.0	-2	1	15	-7	-2	-2
O=c1cc(-c2ccc([N+](=O)[O-])cc2)c2ccc(O)cc2o1	-8	-0.4	-0.7	-3	-1	-9	-3	2	0

Brought forward from above: 3 compounds, followed by the next part.
SMILES	PP1 counter	Efflux pump inh	PP5 primary	EBNA-1 inhibitor	TPT1 inh	ZTA DNA inh	PREPL inh	HCV core dimer	Fh CTSL1 inh
CCCCCCC(=O)N=Nc1c(O)[nH]c2ccc([N+](=O)[O-])cc12	3	0.1	-1.6	1	-3	1	-2	35	3
O=C1CCc2cc(S(=O)(=O)NCc3ccc(Cl)cc3)cc3c2N1CC3	0	0.0	-3.0	-2	1	15	-7	-2	-2
O=c1cc(-c2ccc([N+](=O)[O-])cc2)c2ccc(O)cc2o1	-8	-0.4	-0.7	-3	-1	-9	-3	2	0
Cc1cccc(C)c1OCC(=O)Nc1nnc(C2CCCO2)s1 (centres undefined)	1	0.2	2.4	-3	3	-2	-6	8	-9
CCc1ccc(NC(=O)C2CCCN(S(=O)(=O)c3cccnc3)C2)cc1 (centres undefined)	-3	-0.1	2.4	0	-1	-10	4	1	-1
CCOC(=O)C(Cc1ccccc1)C(=O)c1ccco1 (centres undefined)	-4	.	-0.1	3	-1	-9	0	4	-11
Cc1cccc(NC(=O)CN2C(=O)N/C(=C/c3cc(C)n(C(C)C)c3C)C2=O)c1	-1	-0.1	2.6	0	7	0	28	4	0
COc1ccc(OC)c(NC(=O)CSc2nc3nc(C)cc(C)n3n2)c1	-3	0.1	3.6	.	.	-7	3	.	.
CC(=O)Nc1ccc(/C(C)=N/Nc2nc(N3CCOCC3)nc(N3CCOCC3)n2)cc1	-2	0.0	2.2	-8	3	-9	3	-1	-1
O=C(NCCCN1CCOCC1)c1cccc(NS(=O)(=O)c2ccc(Br)cc2)c1	-5	0.1	2.4	.	.	17	-66	.	.
Cc1ccc(C(=O)Nc2ccc(F)cc2F)o1	8	0.3	4.2	-15	4	-7	5	-1	2
CCCOc1cccc(C(=O)Nc2cccnc2)c1	-2	0.1	-0.2	14	0	0	8	-5	3
O=C(N/N=C/c1ccc2cccc(OCc3ccccc3)c2n1)c1ccc(Br)cc1	17*	0.0	1.1	18	9	5	-58	21	-1
COC(=O)c1c(NC(=O)CN2CCC3(O)CCCCC3C2c2cc(OC)ccc2OC)sc(C)c1C (centres undefined)	8	2.1	1.9	5	-2	-1	10	-2	7
CC(=O)Nc1ccc(Oc2cnc3ccccc3n2)cc1	-1	0.0	-1.6	1	2	8	-9	-3	3
O=C(Cc1cccc2ccccc12)Nc1c(F)cccc1F	-1	0.2	2.1	-15	-2	1	-10	-1	-6
CC(=O)c1c(C)[nH]c(C(=O)Nc2ccc(F)cc2F)c1C	2	-0.1	0.7	1	0	4	3	1	0
CCn1c(O)c(/C=N/N=C/c2ccc(OC)cc2)c2cc(C3=NNC(=O)CC3)ccc21	-5	0.0	-1.1	2	47*	12	36	8	3
CCOC(=O)c1c(C)nc(C)c(C(=O)OCC)c1-c1cccc(N)c1	3	0.0	1.1	-5	6	-19	16	1	3
Cc1cccc(NC(=O)c2c(C)cc(=O)oc2C)n1	-4	0.0	-1.7	4	0	10	4	-6	-2
COCCn1c(N)c(C(=O)NS(=O)(=O)c2ccc(C)cc2)c(=O)[nH]c1=O	-3	-0.1	-0.1	1	-4	-11	7	1	7
